Measles CPE = protection of cells from measles virus; hit rate 1.5% among 140,000; protection (pct of control), % at 4 µM; Measles virus-infected cells, CPE protection, absorbance; AID 841; in the data active means protection mostly above about 24%, no sharp cut-off; inactive means mostly below about 26%; further: some compounds called inactive have numbers as strong as hits
BB579 growth dn = reduces growth of yeast BB579 in restrictive medium; S. cerevisiae BB579 growth, OD615, 48 h; inhibition, % at 10 µM; hit rate 0.51% among 140,000; AID 804;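 active means inhibition above a set limit, 3 SD over the mean compound inhibition, cut at about 44% in these data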; further: inactives centre near -24
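System: Saccharomyces cerevisiae DeaD strain BB579, replicative lifespan model yeast. Buffer or medium: restrictive glucose-based CSMM-D medium. Doses: one dose, 10 µM compound with 0.25% DMSO. Timing: 4 h preincubation and 48 h exposure at 30 °C. Detection: turbidity as optical density at 615 nm. Benchmarks: amphotericin B 10 µg/mL, positive.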
E-sel TNF inh = blocks E-selectin expression induced by TNF alpha | HUVEC TNFa-induced E-selectin immunofluorescence, high content | inhibition, % at 2 µM | hit rate 0.71% among 120,000;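 active means inhibition above the batch mean plus 3 SD, and confirmed as a hit on visual image review, cut at about 43% in these data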;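 further: 0% = TNF-stimulated DMSO wells and 100% = unstimulated control wells; not every result past the cut was called active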
HCT116 bCat-KO = beta-catenin-lacking colon tumor cell growth suppression. hit rate 1.5% among 140,000. HCT116 beta-catenin knockout viability, CellTiter-Glo, 60 h; hits give low values. viability, % at 10 µM;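 active means viability at or under a set limit, the compound median less 4 SD, cut at about 6% in these data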;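 further: 0% = Hyamine 1622 control at 20 µM and 100% = untreated cell control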
Phagocyt inh = inhibitors of macrophage phagocytosis. J774A.1 macrophage IgG-bead phagocytosis, imaging. inhibition, % at 5 µM. hit rate 0.07% among 110,000. AID 1029;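 active means inhibition above the mean of the plate negative controls plus 5 SD, cut at about 13% in these data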;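 further: phagocytic index as fraction of beads internalized from green versus red external bead signal; plate controls were DMSO negative control for no effect and cytochalasin-D positive control for full effect; some results beyond the cut were filed as inactive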
MRP-1 activ = activators of MRP-1. hit rate 0.61% among 140,000. viability increase, % at 10 µM. H69AR cells + doxorubicin, viability rescue, CellTiter-Glo;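 active means viability gain under doxorubicin at or above a set limit, the compound median plus 3 SD, cut at about 4.7% in these data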;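 further: MRP-1 overexpressing cells given doxorubicin 25 µM after compound pretreatment; 18-22 h compound pretreatment then 72 h with doxorubicin before readout; 0% = doxorubicin-only wells and 100% = vehicle-treated cells without doxorubicin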
HCT116 PTEN-null = PTEN-deleted cell growth suppression; HCT116 PTEN-null viability, CellTiter-Glo, 60 h; hits give low values; hit rate 1.2% among 140,000; AID 827; viability, % at 10 µM;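 active means viability at or below a set limit, 4 SD under the median of all tested compounds, cut at about 3.7% in these data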;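 further: PTEN knockout HCT116 line with beta catenin targeted HCT116 as companion control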
Yeast life ext = yeast lifespan extension; S. cerevisiae growth with nicotinamide, OD615; deaD strain in restrictive glucose medium; inhibition of the nicotinamide effect, % at 10 µM; hit rate 0.68% among 130,000;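 active means inhibition above a set limit, placed 3 SD over the median of all compounds, cut at about 26% in these data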;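 further: 0% = nicotinamide-treated wells and 100% = cells grown without nicotinamide; some compounds called inactive have numbers as strong as hits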
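Test system: DeaD-strain S. cerevisiae / Buffer or medium: restrictive glucose medium / Also added: nicotinamide 1.5 mM / Doses: one concentration, 10 µM, DMSO 0.25% / Schedule: 48 h at 30 °C / Signal: OD615 measurement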
NPY-Y2 antag = antagonists of human neuropeptide Y receptor Y2; hit rate 0.99% among 140,000; NPY-Y2 expressing cells, antagonist mode; P49146; inhibition, % at 2.7 µM; in the data active means inhibition above about 17%;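 further: 0% = vehicle with agonist challenge and 100% = reference antagonist with challenge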
Target sequence (P49146 whole entry, looked up): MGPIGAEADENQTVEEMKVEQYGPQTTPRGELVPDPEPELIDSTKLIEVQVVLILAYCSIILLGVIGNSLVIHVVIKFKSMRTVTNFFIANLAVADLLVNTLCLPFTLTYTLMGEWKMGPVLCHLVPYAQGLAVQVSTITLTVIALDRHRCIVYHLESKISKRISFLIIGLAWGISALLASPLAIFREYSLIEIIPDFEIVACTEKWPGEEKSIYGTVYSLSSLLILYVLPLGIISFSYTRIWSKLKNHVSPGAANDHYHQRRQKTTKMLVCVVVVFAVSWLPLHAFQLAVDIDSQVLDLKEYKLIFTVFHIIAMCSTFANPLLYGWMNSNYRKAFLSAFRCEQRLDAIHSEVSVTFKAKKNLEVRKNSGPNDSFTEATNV
GALR2 blocker = blocks the human galanin receptor 2 | O43603 | GALR2-expressing cells, antagonist mode | inhibition, % at 4 µM | hit rate 0.39% among 140,000 | AID 828; in the data active means inhibition above about 27%;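 further: cells stimulated with galanin 1-16 at roughly its EC80; 0% = agonist challenge control and 100% = basal control without agonist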
Target sequence (O43603 whole entry, looked up): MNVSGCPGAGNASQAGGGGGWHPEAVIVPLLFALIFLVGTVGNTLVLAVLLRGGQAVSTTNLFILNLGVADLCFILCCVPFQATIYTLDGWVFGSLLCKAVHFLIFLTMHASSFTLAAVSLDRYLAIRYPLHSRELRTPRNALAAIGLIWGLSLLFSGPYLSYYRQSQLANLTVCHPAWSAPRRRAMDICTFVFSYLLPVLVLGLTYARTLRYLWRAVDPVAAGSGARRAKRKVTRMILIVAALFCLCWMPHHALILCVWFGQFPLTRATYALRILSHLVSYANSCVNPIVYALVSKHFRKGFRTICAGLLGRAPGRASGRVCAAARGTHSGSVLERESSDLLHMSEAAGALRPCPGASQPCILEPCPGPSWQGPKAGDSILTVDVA
The depositor's hits bear a star; nt = no result given; [ ] = remark or other dose.

SMILES | Phagocyt inh | Yeast life ext | GALR2 blocker | Measles CPE | HCT116 bCat-KO | MRP-1 activ | BB579 growth dn | HCT116 PTEN-null | NPY-Y2 antag | E-sel TNF inh
CCC1CCCCN1C(=O)CSc1nnc(CNC(=O)c2cc(OC)c(OC)c(OC)c2)o1 (configuration not stated) | 1.3 | -11.8 | -16.0 | 5.4 | 98.5 | -1.9 | -24.3 | 88.1 | 2.6 | 15.6
COc1cc(-c2nnc(SCc3cccnc3)n2C)cc(OC)c1O | -0.6 | 14.6 | 2.4 | 8.0 | 92.3 | -0.6 | -35.8 | 103.0 | -0.1 | -10.2
O=C(CO/N=C/c1ccc(OC(F)F)cc1)NCc1cccs1 | -5.3 | -5.9 | 11.2 | 8.2 | 93.4 | -1.3 | -35.2 | 86.5 | 0.9 | nt
COc1ccc(C(=O)NCC(=O)N/N=C/C(C)=C/c2ccco2)cc1OC | -1.0 | -1.4 | 5.7 | 8.4 | 39.6 | -2.6 | -38.8 | 38.2 | 0.0 | nt
CNC(=O)c1cccn1-c1ccsc1C(=O)OC | -1.7 | -3.9 | -1.7 | 13.2 | 105.1 | -2.0 | 0.8 | 86.4 | 1.0 | 4.8
O=C(c1cc2ccccn2n1)N1CCN(c2ccccn2)CC1 | 0.6 | -9.6 | -4.2 | 7.8 | 107.5 | -0.3 | -13.8 | 106.4 | 2.5 | nt
O=C(OCc1ccccc1)c1cccc(-c2nnn(Cc3ccccc3)n2)c1 | nt | -2.7 | 17.2 | 6.5 | 91.3 | 3.8 | -9.8 | 94.7 | 1.7 | -3.5
Cn1c(SCc2ccc(Br)cc2)nnc1-c1ccncc1 | -0.7 | -17.3 | -2.8 | 2.6 | 96.9 | 2.2 | -36.2 | 95.0 | 1.0 | 72.7*
Cc1ccc(-c2nc(N)sc2CC(=O)OCC(=O)NCCC(C)C)cc1 | 2.9 | -3.4 | 0.7 | 2.7 | 96.2 | 0.2 | -23.1 | 100.1 | 1.1 | 3.8
O=C(COC(=O)c1ccccc1NC(=O)c1ccccc1)c1ccc([N+](=O)[O-])cc1 | -0.1 | -17.6 | 3.6 | 15.3 | 99.5 | -1.6 | -55.5 | 88.3 | 11.0 | 9.7
COc1ccc2c(c1)C(c1ccc([N+](=O)[O-])cc1)=NNC(c1ccco1)=N2 | nt | -8.6 | 13.4 | 8.2 | 88.9 | -3.5 | -14.9 | 74.6 | 3.5 | -18.3
c1ccc2cc(CN3CCOCC3)ccc2c1 | -1.1 | -0.6 | -2.3 | 16.0 | 89.6 | -1.1 | -20.9 | 97.0 | 5.0 | 14.6
CCOc1cc(C(=O)N2CCOCC2)ccc1OCc1ccccc1 | -1.2 | -7.9 | 7.8 | 11.7 | 97.2 | -1.3 | -10.1 | 93.6 | -3.4 | 3.0
COc1ccc(-c2cnnc(N/N=C/c3ccc(O)c(O)c3)n2)cc1 | -5.5 | 6.2 | -5.2 | 5.7 | 4.5* | -5.1 | -23.4 | 2.9* | 1.3 | nt
CSc1ccc(C2C3(C#N)C(N)=NC4(OCCO4)C23C#N)cc1 (configuration not stated) | -3.0 | -25.4 | -5.2 | 5.3 | 86.5 | -2.0 | -35.4 | 78.5 | 0.1 | nt
Cc1ccc(C(C)C)c(OCC(=O)Nc2ccc(Cl)cn2)c1 | 0.2 | -29.2 | 0.0 | 4.7 | 79.4 | -3.1 | -24.5 | 74.8 | 5.4 | -20.0
COc1ccc2c(c1)Cc1sc(NC(=O)c3ccco3)nc1-2 | -4.4 | -26.5 | 4.4 | 1.9 | 80.6 | -0.1 | -43.8 | 74.1 | 1.6 | -14.3
COc1ccccc1OCCNc1cc(N2CCCCC2)ccc1[N+](=O)[O-] | -7.9 | -4.5 | 15.3 | 8.3 | 80.6 | 3.5 | -12.1 | 79.0 | 12.8 | nt
Nc1nnc(COc2ccccc2)s1 | nt | nt | 18.2 | 6.1 | 92.7 | 1.5 | -36.1 | 97.6 | 0.9 | 3.3
c1coc(CN=C2NC(=NCc3ccco3)c3ccccc32)c1 | -0.6 | -19.3 | -7.7 | 9.3 | 65.0 | -4.1 | -1.3 | 72.0 | 1.9 | 22.1
CC(=O)c1ccc(NS(=O)(=O)Cc2ccccc2)cc1 | nt | -9.8 | 7.2 | 4.3 | 99.0 | 0.5 | -17.3 | 97.6 | 4.3 | 9.9
Oc1ccc(-c2cccc(-c3ccc(O)cc3)n2)cc1 | -0.2 | -28.6 | 7.0 | 2.0 | 80.1 | -4.0 | -24.6 | 72.6 | -0.7 | 0.9
CC1CCCC(C)N1C(=O)C1CC(c2ccc(F)cc2)=NO1 (configuration not stated) | nt | 22.4 | 0.9 | 8.0 | 87.7 | -0.3 | -12.8 | 91.2 | 0.5 | -9.4
O=C(c1ccco1)N1CCN(C(=O)c2cccs2)CC1 | -0.1 | -8.7 | 6.4 | 22.3 | 101.1 | 0.7 | -14.6 | 103.8 | -2.4 | 9.5
Cc1ccc(-n2nnnc2SCC(=O)Nc2ccc3c(c2)OCCO3)cc1C | nt | nt | 7.2 | 2.7 | 79.2 | -1.6 | -34.7 | 92.0 | 9.8 | 3.2
CC1CCN(CCOCCOc2ccc(Br)cc2Cl)CC1 | -3.5 | -3.9 | 7.6 | 4.0 | 50.1 | -4.8 | -3.1 | 53.9 | 7.0 | 6.0
O=C1NCCc2c1[nH]c1ccccc21 | nt | -17.2 | 3.7 | 8.0 | 102.5 | -1.4 | -5.9 | 99.6 | -0.8 | 0.7
CCOC(=O)N1CCC2(CC1)C(C#N)=C(N)Oc1n[nH]c(C)c12 | -1.1 | -13.0 | -8.1 | 9.0 | 92.5 | 1.1 | -41.8 | 101.2 | 0.9 | 9.0
CCCCOc1ccccc1-c1cc(C(=O)O)[nH]n1 | 0.3 | -8.9 | 2.5 | 4.8 | 96.2 | 0.2 | -20.1 | 98.0 | 1.7 | 29.2
CCOC(=O)c1ccc(NC(=S)Nc2cccc(C)n2)cc1 | -4.9 | -0.9 | -6.9 | 10.9 | 57.7 | -3.5 | -37.0 | 54.0 | 9.7 | nt
O=C(Cn1c(C(F)(F)F)nc2ccccc21)OCC(=O)c1c[nH]c2ccccc12 | 9.4 | -3.4 | 8.7 | 12.7 | 88.9 | -3.1 | -11.3 | 90.8 | 2.6 | nt
O=C(NCc1cccnc1)c1cccc(S(=O)(=O)N2CCCCC2)c1 | 0.2 | -7.4 | -2.0 | 10.5 | 87.6 | 1.1 | -3.5 | 93.7 | 0.4 | -21.8
CCNC(=O)N1c2ccc(OC)cc2C(C)=CC1(C)C | -3.1 | -24.1 | 1.5 | 22.5 | 104.5 | -3.7 | 15.8 | 107.8 | 0.3 | -11.9
CSc1ccc(/C=N/NC(=O)CN2CCN(Cc3ccccc3)CC2)cc1 | -8.9 | -2.0 | -0.1 | 4.7 | 91.1 | -1.2 | 8.6 | 96.0 | 3.4 | nt
O=C(CN1CCOCC1)Nc1ncc(Cc2cccc(Cl)c2Cl)s1 | -0.8 | -1.7 | 7.5 | 7.1 | 80.5 | -0.5 | -8.9 | 82.5 | 5.1 | nt
Cc1ccccc1-c1nc(CS(=O)(=O)CC(=O)NCCCN2C(C)CCCC2C)c(C)o1 (configuration not stated) | -0.1 | -2.1 | 4.0 | 21.5 | 87.8 | -0.8 | -60.9 | 91.8 | 5.1 | -0.7
Nc1c(NCCN2CCOCC2)c2ccccc2oc1=O | -0.9 | -3.9 | -3.2 | 8.6 | 14.6 | -0.9 | -29.6 | 48.1 | -0.6 | -6.4
CCCCn1c(Cc2ccccc2)nnc1SCC(=O)N1CCOCC1 | nt | nt | 12.8 | 6.3 | 97.8 | -1.8 | -14.6 | 90.9 | 0.6 | 15.6
Cc1ccccc1OCc1nc2ccccc2c(=O)n1NC(=O)c1ccco1 | nt | 7.7 | 0.8 | 11.9 | 106.8 | -1.6 | -35.7 | 99.4 | 3.8 | -48.2
O=C(NN1C(=O)/C(=C\c2cccnc2)SC1=S)C(c1ccccc1)c1ccccc1 | -8.5 | 0.0 | 1.5 | 16.1 | 96.4 | 5.5* | -39.3 | 95.2 | 7.6 | 20.3

Overlap with the part before: two entries, followed by the next part.
SMILES | Phagocyt inh | Yeast life ext | GALR2 blocker | Measles CPE | HCT116 bCat-KO | MRP-1 activ | BB579 growth dn | HCT116 PTEN-null | NPY-Y2 antag | E-sel TNF inh
Cc1ccccc1OCc1nc2ccccc2c(=O)n1NC(=O)c1ccco1 | nt | 7.7 | 0.8 | 11.9 | 106.8 | -1.6 | -35.7 | 99.4 | 3.8 | -48.2
O=C(NN1C(=O)/C(=C\c2cccnc2)SC1=S)C(c1ccccc1)c1ccccc1 | -8.5 | 0.0 | 1.5 | 16.1 | 96.4 | 5.5* | -39.3 | 95.2 | 7.6 | 20.3
COc1cccc(C2=NO[C@@H]3C(=O)N(c4ccc5c(c4)OCCO5)C(=O)[C@H]23)c1OC | 0.3 | -4.8 | 4.3 | 23.3 | 114.0 | -0.5 | 4.5 | 95.1 | 5.6 | -4.0
CCN1C(=O)/C(=C/C=C2/Sc3ccc4ccccc4c3N2CCO)SC1=S | 122.8*[fluoresces] | 0.2 | -0.7 | 6.9 | 80.2 | -3.6 | -31.7 | 89.2 | 2.0 | nt
CS(=O)(=O)Nc1cccc(C(=O)CC2(O)C(=O)Nc3ccccc32)c1 (configuration not stated) | -0.5 | 2.0 | 4.1 | 7.2 | 100.0 | 1.1 | 18.5 | 100.8 | 2.0 | -7.0
Cc1ccc(Cn2ncc3c(NCCCN4CCOCC4)ncnc32)cc1 | -0.4 | -9.0 | -2.8 | 6.0 | 99.1 | -0.2 | -34.6 | 104.7 | -1.7 | -22.0
Cn1c(=O)oc2cc(S(=O)(=O)NCc3ccco3)ccc21 | -0.6 | -13.0 | -6.1 | 5.4 | 97.4 | -0.7 | -49.3 | 101.1 | 1.8 | -12.1
O=S(=O)(/N=C(/Nc1ccccc1)C(F)(F)F)c1ccccc1 | -12.8 | 7.1 | 11.0 | 12.3 | 99.0 | -0.4 | -3.5 | 96.9 | -1.9 | nt
O=c1c2cc(Br)ccc2nc(-c2cccc(C(F)(F)F)c2)n1O | nt | 33.6 | -1.1 | 8.2 | 17.9 | -5.7 | -31.6 | 17.9 | 5.0 | 6.9
CCOC(=O)c1c(NC(=O)CSC(=S)N(C)C)sc(C)c1C | -0.9 | -2.3 | -5.6 | 20.7 | 82.0 | 2.2 | -21.0 | 88.6 | 1.6 | -2.8
Cc1ccccc1-n1c(=O)/c(=C\c2ccco2)s/c1=C(/C#N)C(=O)Nc1ccccc1 | -1.0 | -2.0 | -4.5 | 23.3 | 84.9 | -1.4 | -79.0 | 86.1 | -0.9 | 4.3
CC(C)N(C(=O)CSc1nc2ccccc2n1Cc1ccccc1)C(C)C | nt | nt | 6.3 | 3.6 | 98.8 | -1.3 | -25.9 | 94.3 | 7.6 | 14.8
CCOCCCn1c(=O)c(NC(=O)c2ccc(OCC)cc2)c2n(c1=S)CCCCC2 | -0.8 | -10.2 | 5.2 | 14.3 | 78.9 | -0.9 | -39.3 | 88.1 | 4.8 | nt

Source: PubChem BioAssay (several laboratories)
